Lipid storage S3 = qHTS Assay for Lipid Storage Modulators in Drosophila S3 Cells; Potency in µM for hits, for the others lipid storage change, negative = inhibition, % at the top dose, mostly 46.1 µM; Drosophila S3 cells, BODIPY lipid droplet fluorescence, 18-24 h; cells fed with added oleic acid; 0.64% of 320,000 active; active = well fitted inhibition curve with a large enough effect in the signal ratio, with a control signal flat, not every such curve was filed as active; inconclusive = small, poorly fitted or top-dose-only effect, or effect the other way, or a change in a side signal; the % refers to the signal ratio
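Laser-scanning cytometry quantifies lipid droplet accumulation (500–530 nm total intensity; droplet/cell object ratio) in oleic acid-fed (400 uM added) Drosophila S3 cells treated with a concentration series. 20 uM Triacsin C defined 100% inhibition.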
Lipid storage S3 cell count max = second read-out of Lipid storage S3, no call of its own (marks repeat the call); cell number change, %; measured here: cell count max response;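 cells counted by Cell Tracker Red CMTPX staining in the red channel; peak over a dose series mostly up to 46.1 µM; percent activity relative to internal control wells on each plate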
Numbers without * were called inactive; i = inactive; ? = inconclusive; / = not tested or not shown; [ ] = another dose, or the depositor's remark. % is scaled to controls: 0 for no effect and ±100 for the full control effect; potency is read from the fitted curve at half-maximal effect.

SMILES	Lipid storage S3	Lipid storage S3 cell count max
COc1ccc2sc(N(CCCN(C)C)C(=O)c3ccc(S(=O)(=O)N(C)Cc4ccccc4)cc3)nc2c1	?	/
Cc1c(N=C(N)/N=C(\N)Nc2ccccc2)c(=O)n(-c2ccccc2)n1C	4%	-1
CC(=O)Nc1cccc(NC(=O)CSc2nnc(Cc3cccn3C)n2CCc2ccccc2)c1	-6%	-29
O=C(NCc1ccccc1Br)c1cccc2c1C(=O)c1ccc(N3CCOCC3)cc1S2(=O)=O	?	/
COc1ccc(-n2c(C)c(C(C)=O)c(C(C)=O)c2C)cc1OC	15%	1
COc1cccc(CNCC(=O)N2C(C)CCCC2C)c1 (configuration not stated)	0%	6
O=c1[nH]c2ccccc2nc1C(Cl)c1ccccc1 (configuration not stated)	i	23
Cc1ccc2nc(SCC(=O)Nc3ccccc3F)nc(=O)n2c1	?	/
O=C(N/N=C/C=C/c1ccccc1)c1n[nH]c2c1CCC2	?	/
CC(=NCc1ccco1)c1c(O)n(C2CCCCC2)c(=O)[nH]c1=O	i	-20
CCOC(=O)C1=C(CC)Nc2ccccc2N=C1N	?	/
COc1ccccc1CNC(=O)c1cc(-c2ccccc2)n(Cc2cc(C)no2)n1	?	/
N=c1c2c(ncn1CCCO)Oc1cc(O)ccc1C2c1ccccc1 (configuration not stated)	-8%	-12
Cc1c(NS(=O)(=O)c2cccc([N+](=O)[O-])c2)c(=O)n(-c2ccccc2)n1C	7%	/
COc1ccc(CNc2ccc(C)cc2)cc1Br	0%	-7
CCOC(=O)C1CCCN(CC(=O)Nc2c(C(=O)OC)[nH]c3ccc(C)cc23)C1 (configuration not stated)	?	/
O=C(O)CC12CC3CC(C1)CC(n1ncc(NCc4ccc5c(c4)OCO5)c(Cl)c1=O)(C3)C2	3%	16
CCC(C)Oc1ccccc1C1CC(=O)NC2=C1C(=O)CCC2 (configuration not stated)	-12%	-6
O=C(Cn1cnc2c(nnn2Cc2ccc(Cl)cc2)c1=O)N1CCN(c2ccccc2)CC1	4%	-7
Cc1cc(C)n2nc(SCC(=O)Nc3ccccc3)nc2n1	?	/
CCc1nnc(NC(=O)c2cc(OC)c(OC)cc2[N+](=O)[O-])s1	-10%	-3
O=c1cc(-c2ccccc2)nc2nc[nH]n12	11%	-4
Cc1ccc(-c2nc(CNC(=O)c3cc(C)on3)cs2)cc1	?	/
CCN1CCCC1CNC(=O)Cn1cccc1C(=O)c1ccccc1 (configuration not stated)	?	/
COc1ccc(N(CC(=O)N2CC=C(c3ccccc3)CC2)S(=O)(=O)c2c(C)noc2C)cc1	0%[9.22 µM]	10
CCCCOc1ccc(N2C(=O)CC(N(CCc3ccccc3)C(=O)/C=C/C(=O)O)C2=O)cc1 (configuration not stated)	?	/
O=C(CCCCCN1C(=O)c2ccccc2C1=O)NCc1ccco1	?	/
Cc1cc(Cl)cc2c1NC(=O)[C@]21[C@@H]2C(=O)N(Cc3ccccc3)C(=O)[C@@H]2[C@@H]2CCCN21	?	-12
CCOc1ccc(CCNC(=O)/C=C/c2ccco2)cc1OCC	?	/
COc1ccc(C(=O)c2c(C(F)(F)F)oc3c2C(=O)c2ccccc2C3=O)cc1	?	/

A run of entries taken from the entries so far, as a working copy:
SMILES	Lipid storage S3	Lipid storage S3 cell count max
CCOC(=O)C1CCCN(CC(=O)Nc2c(C(=O)OC)[nH]c3ccc(C)cc23)C1 (configuration not stated)	?	/
O=C(O)CC12CC3CC(C1)CC(n1ncc(NCc4ccc5c(c4)OCO5)c(Cl)c1=O)(C3)C2	3%	16
CCC(C)Oc1ccccc1C1CC(=O)NC2=C1C(=O)CCC2 (configuration not stated)	-12%	-6
O=C(Cn1cnc2c(nnn2Cc2ccc(Cl)cc2)c1=O)N1CCN(c2ccccc2)CC1	4%	-7
Cc1cc(C)n2nc(SCC(=O)Nc3ccccc3)nc2n1	?	/

(list continues)
SMILES	Lipid storage S3	Lipid storage S3 cell count max
COc1ccc(NS(=O)(=O)c2c(C(=O)N3CCCCCC3)c(C)n(C)c2C)cc1OC	i	-9
CCOc1ccc(C2C(C(=O)c3cccs3)=C(O)C(=O)N2Cc2cccnc2)cc1OC (configuration not stated)	-22%	-13
CC(=O)c1c(C)[nH]c(C(=O)OCc2nc3ccsc3c(=O)[nH]2)c1C	i	/
COc1ccc(C(=O)OC(C)C(=O)NC2CCCc3ccccc32)cc1OC (configuration not stated)	6%	-13
S=C(NCC1CCCO1)N1CCN(c2cccc(Cl)c2)CC1 (configuration not stated)	3%	12
CCS(=O)(=O)N1CCN(CC2CC3C=CC2C3)CC1 (configuration not stated)	?	/
O=C(Nc1ccc([N+](=O)[O-])cc1)C1(c2ccccc2)CCOCC1	-5%	0
CSCCC(=O)N1CCC(n2nccc2NC(=O)c2ccc3c(c2)OCO3)CC1	-17%	-3
CSc1nsc(SCC(=O)Nc2ccc(C(N)=O)cc2)n1	6.5µM*	8.7*
O=C(COC(=O)c1ccc(Br)cc1)NCc1ccccc1	4%	-3
Cc1cc(C)nc(NC(=O)CSc2nn(-c3ccccc3)c(=S)s2)n1	8%	10
CC(=O)N1CCCN(C(=O)c2ccc3nc(Cc4ccccc4F)oc3c2)CC1	?	/
CCOC(=O)CS(=O)(=O)c1nc(-c2ccccc2)cc(C(F)(F)F)n1	?	/
O=c1[nH]c(=O)n(CCOc2ccc(Cl)cc2)cc1Br	?	/
COc1cc(-c2noc(CCCC(=O)NCc3ccccc3)n2)cc(OC)c1OC	?	/
Cc1cccc(N(C(=O)CNC(=O)c2ccco2)C(C(=O)NC2CCCC2)c2ccncc2)c1C (configuration not stated)	?	/
Fc1ccc(NC(=S)Nc2cccc3ccccc23)cc1	6%	7
Cc1cc(C)cc(NC(=O)CN2CCc3cc4c(cc3C2C)OCCCO4)c1 (configuration not stated)	?	/
CCN(CC)CCCCN1c2ccccc2Sc2ccccc21	11%	-8
COc1cccc(-c2nc(CS(=O)(=O)CC(=O)Nc3ccccc3Br)c(C)o2)c1	?	/
O=[N+]([O-])c1ccccc1S(=O)(=O)N1CCN(CC2CC3C=CC2C3)CC1 (configuration not stated)	?	/
CCCCn1c(N)c(N(CC(C)C)C(=O)CC2CCCCC2)c(=O)[nH]c1=O	i	-12
N#CCCn1cc(/C=N/NC(=O)c2ccncc2)c(-c2ccc(F)cc2)n1	7%	-1
CCOC(=O)c1cnc2c(cnn2C)c1NCCCn1ccnc1	?	/
COc1ccc(OC)c(NC(=O)C(=O)NCCC2=CCCCC2)c1	?	/
COc1cc2c(cc1NC(=O)/C=C/c1ccccc1)oc1ccccc12	?	/
CC(C)n1cnc2c(N(C)c3cccc(Cl)c3)nc(N(CCO)CCO)nc21	?	/
CC(C)(C)c1ccc(OCC(=O)N2CCN(c3ccccn3)CC2)cc1	4%	18
O=C(CNC(=O)c1cccs1)NCC(=O)OCC(=O)c1ccc([N+](=O)[O-])cc1	-2%	6
CCc1noc(C)c1C(=O)OC(C)C(=O)Nc1ccc(Cl)cn1 (configuration not stated)	?	/
NS(=O)(=O)c1ccc(N/N=C/c2ccncc2)cc1	i	-16
Cc1nc(Nc2cccc(O)c2)c2c3c(sc2n1)CCC3	?	/
Cc1ccc(NC(=O)/C=N/OCC(=O)NCc2ccccc2Cl)cc1	?	/
COc1ccc(N2CC(C(=O)NCCCN3CCOCC3)CC2=O)cc1 (configuration not stated)	-2%	10
COc1ccc(Br)cc1CNC(=O)C1CCN(S(=O)(=O)N2CCC(C)CC2)CC1	-1%	-4
COc1ccccc1-n1ccnc(SCC(=O)NCc2ccccc2)c1=O	?	/
CCc1ccccc1NS(=O)(=O)c1ccc2[nH]cc(C(=O)NCC3CCCO3)c(=O)c2c1 (configuration not stated)	-3%	-8
CCOC(=O)c1[nH]c2cc(OC)c(OC)cc2c1NC(=O)CN1CCN(c2ccc(OC)cc2)C(C)C1 (configuration not stated)	i	6
CC(=O)NCCCOc1ccc([N+](=O)[O-])cc1Cl	?	/
O=C(Nc1cccc(-c2nnc(-c3ccco3)o2)c1)C(c1ccccc1)c1ccccc1	?	/
Cn1nc(C(=O)NCCc2ccc(Cl)cc2)c2c1-c1ccccc1S(=O)(=O)C2	?	/
CC(C)N1CCN(CC#Cc2ccccc2)CC1CCO (configuration not stated)	13%	-8
Cc1nc(N2CCN(S(=O)(=O)c3cccc4nonc34)CC2)c2c3c(sc2n1)CCCC3	13%	3
CCC(C)NC(=O)Cn1ccc2cc(S(=O)(=O)N3CCCCCC3)ccc21 (configuration not stated)	?	/
COc1cc2ccccc2cc1C(=O)Nc1ccc(Br)cn1	i	-7
O=C(NC1=NCCS1)c1ccc(OCC2CCCO2)cc1 (configuration not stated)	7%	22
COCC(C)n1c(C)cc(C(=O)COC(=O)c2ccc3c(c2)NC(=O)CS3)c1C (configuration not stated)	?	/
COc1cccc(OC)c1C(=O)Nc1ccc(S(=O)(=O)N2CCCCC2)cc1	?	/
COc1nc(-c2ccccc2)ccc1-c1noc(-c2ccc(F)cc2)n1	?	/
CC(C)(C)c1ccc(C(=O)c2c[nH]c(C(=O)O)c2)cc1	?	/
CCC(C)c1ccccc1N1CC(C(=O)N2CCN(S(=O)(=O)c3cccc([N+](=O)[O-])c3)CC2)CC1=O (configuration not stated)	?	/
Cc1cc(=O)oc2cc(OCC(=O)NCCCN3CCCC3=O)ccc12	i	-1
Cc1cc(C)n2nc(C(=O)N3CCN(c4ccc([N+](=O)[O-])cc4)CC3)nc2n1	-3%	27
CCC(C)NCCOCCOc1ccc(Cl)c(C)c1C (configuration not stated)	-1%	-8
COC(=O)C1=C(N)OC2=C(C(=O)CCC2)C1c1cccs1 (configuration not stated)	?	/
O=C(Cn1ccsc1=NC(=O)C(F)(F)F)c1ccccc1	-24%	12
COc1ccc(/C=C/c2c([N+](=O)[O-])c(=O)n(C)c(=O)n2C)cc1	1%	-3
Cc1cc[n+](C(C)C(=O)c2ccc(-c3ccccc3)cc2)cc1 (configuration not stated)	?	/
CCc1cccc(NS(=O)(=O)c2ccc3c(c2)CCC(=O)N3)c1	2%	-19
O=C(CSc1nnc(-c2cccnc2)n1-c1ccccc1)Nc1ccccc1	-1%	-6

Shown with two lines to a compound: part of the list above
Fields – Lipid storage S3	Lipid storage S3 cell count max
- O=C(CNC(=O)c1cccs1)NCC(=O)OCC(=O)c1ccc([N+](=O)[O-])cc1
  -2%	6
- CCc1noc(C)c1C(=O)OC(C)C(=O)Nc1ccc(Cl)cn1 (configuration not stated)
  ?	/
- NS(=O)(=O)c1ccc(N/N=C/c2ccncc2)cc1
  i	-16
- Cc1nc(Nc2cccc(O)c2)c2c3c(sc2n1)CCC3
  ?	/
- Cc1ccc(NC(=O)/C=N/OCC(=O)NCc2ccccc2Cl)cc1
  ?	/
- COc1ccc(N2CC(C(=O)NCCCN3CCOCC3)CC2=O)cc1 (configuration not stated)
  -2%	10
- COc1ccc(Br)cc1CNC(=O)C1CCN(S(=O)(=O)N2CCC(C)CC2)CC1
  -1%	-4

Additional compounds follow:
SMILES	Lipid storage S3	Lipid storage S3 cell count max
Cc1ccccc1-c1nnc(SCCC(=O)N2CCOCC2)o1	2%	4
COc1ccc(OC)c(CCNC(=O)c2ccccc2NC(=O)C2=C(C)OCCS2)c1	?	/
O=C(Cc1ccccc1)NNS(=O)(=O)c1ccc(F)cc1	?	/
COc1ccc(C(=O)c2c3ccc(OC)cc3[n+]([O-])n2CCCC(N)=O)cc1	12%	/
CC1CCCCC1NC(=O)CCC(=O)N1CCOc2ccc(Cl)cc21 (configuration not stated)	?	/
N#C/C(=C\c1ccc(Sc2ccccc2)o1)c1nc2ccccc2[nH]1	?	/
Cc1ccc(N2C(=O)c3cccc4cccc(c34)C2=O)cc1	4%	-2
COc1ccc(C(=O)NCC(=O)NCC(=O)OCC(=O)c2ccc(C)cc2)cc1	?	/
CCN(c1ccccc1)S(=O)(=O)c1ccc(C(=O)Nc2ccccn2)cc1	?	/
COc1cccc(NC(=O)CN(C)C(C)C(=O)NC(C)c2ccc(Cl)cc2Cl)c1 (configuration not stated)	i	3
COc1ccc(-c2nc(CN(CC3CCC(=O)N3)C(C)C)c(C)o2)c(C)c1C (configuration not stated)	-13%	-10
Cc1onc(C(=O)NN)c1-c1csc(COc2ccc(Cl)cc2)n1	3%	9
CCc1nnc(NC(=O)CSc2ncnc3scc(-c4ccc(C)cc4)c23)s1	4%	-1
COc1ccccc1NC(=O)Cn1nc(-c2ccc(Cl)cc2)c2ccccc2c1=O	?	/
Cc1cc(C)cc(NC(=S)N2CCC(NC(=O)C3CC3)CC2)c1	?	/

Quoted at random: 2 entries already listed, in no set order.
SMILES	Lipid storage S3	Lipid storage S3 cell count max
Cc1ccc(N2C(=O)c3cccc4cccc(c34)C2=O)cc1	4%	-2
COc1cccc(NC(=O)CN(C)C(C)C(=O)NC(C)c2ccc(Cl)cc2Cl)c1 (configuration not stated)	i	3

More structures.
SMILES	Lipid storage S3	Lipid storage S3 cell count max
O=C1NN=C(c2ccccc2)CC1c1c[nH]c2ccccc12 (configuration not stated)	?	/
Cc1cccc(OCC(=O)Nc2ccccc2-c2ccccc2)c1	?	/
CCc1nnc(NC(=O)c2ccc(S(=O)(=O)N3CCN(Cc4ccccc4)CC3)cc2)s1	21%	-1
O=C(Oc1cccc(Nc2ncnc3ccccc23)c1)c1ccccc1Cl	?	/
COc1ccc(/C(O)=C2/C(=O)C(=O)N(CC3CCCO3)C2c2cccc(OC)c2)cc1 (configuration not stated)	-13%	-10
Cc1cc(Nc2ccccc2)nc(-c2ccccc2O)n1	?	/
O=C(Cc1ccc(Br)cc1)Nc1ccccc1Cl	?	/

Source: PubChem

These rows are one share of the data (hit frequency here may not be typical).
